TAG inh: triacylglycerol accumulation inhibition. 0.66% of 230,000 active. H9c2 cells, Nile Red lipid (TAG) fluorescence; cells loaded with 200 µM oleic acid. inhibition, % at 12.5 µM;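 active = pattern-corrected inhibition of lipid staining of at least 50% with the nuclear-stain viability signal not falling by more than 50%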;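 note: 0% = DMSO wells and 100% = triacsin C control wells; some results filed as inactive read as strong as hits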
TAG inh DAPI viability: recorded beside TAG inh, whose call it bears; DAPI nuclei signal change (viability), lower = more cytotoxic, %;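 whole-well DAPI fluorescence read on a plate reader as a viability signal; minus 50 percent equals half of cells still viable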
* = called active by the depositor.

Below each SMILES – TAG inh	TAG inh DAPI viability
(1) O=C1N=C(N2CCCC2)S/C1=C\C=C\c1ccccc1
 : 4	2
(2) C[n+]1cccc(C2C(C#N)=C(N)Oc3c2ccc2ccccc32)c1 (stereo not drawn)
 : -1	10
(3) O=Cc1cccc(Oc2ccc([N+](=O)[O-])cc2[N+](=O)[O-])c1
 : -28	-2
(4) CN(C)c1ccc(NC(=O)CSc2nnc(-c3cnccn3)n2C)cc1
 : 11	-1
(5) CC(C)Cn1cc(Cl)c(=O)n(CC(C)C)c1=O
 : 12	1
(6) COC(=O)c1cccc(C(=O)N2CCC(CO)(CCc3ccccc3)CC2)c1
 : -2	0
(7) Cc1ccc(NC(=O)COC(=O)c2ccc3c(c2)OCCO3)cc1
 : -7	12
(8) O=C(Nc1cccc2ccccc12)NC1Cc2ccccc2C1
 : -18	3
(9) CC(=O)Nc1nnc(CSCc2ccc(F)cc2)s1
 : -2	-6
(10) O=C(CC1C(=O)NCCN1CC1CCCCC1)NCc1ccc(F)cc1F (stereo not drawn)
 : -12	-1
(11) O=C(O)c1cccc(C(=O)c2cccc(C(=O)O)c2)c1
 : 4	11
(12) CCC(=O)N1CCC1(C)C(=O)Nc1ccc2nc(C)ccc2c1 (stereo not drawn)
 : -12	4
(13) CN1OC[C@@H]2CN(C(=O)CCc3ccccc3)[C@H](c3cccc(-c4ccc(C#N)cc4)c3)C[C@@H]21
 : -5	-4
(14) Cc1ccc(C)n1-c1ccc(N(C)C)cc1
 : -4	8
(15) Cc1cccc2c1CC(C)(C)N=C2C1=C(O)CC(C)(C)CC1=O
 : 4	-2
(16) Cc1nc2sc3c(c2c(=N)n1N)CCCC3
 : 13	-8
(17) Cc1nccn1CCC(=O)Nc1ccc(Cl)cc1
 : 9	-9
(18) CN1CCN(C(=O)C2CCN(S(=O)(=O)c3cnc[nH]3)CC2)CC1
 : -6	3
(19) C/C(=C\C(=O)Nc1cscc1C)C(=O)O
 : 0	-2
(20) C=C(C)C(=O)O[C@H]1C/C(C)=C\C(=O)/C=C(\C)[C@H](O)[C@@H]2OC(=O)C(=C)[C@@H]21
 : 51*	-49*
(21) O=C(NNC(=O)c1ccc[nH]1)c1cccc(C(F)(F)F)c1
 : -3	1
(22) Cc1csc(SCC(=O)Nc2ccccn2)n1
 : -2	-2
(23) CC(C)(C)c1ccc(C(=O)N2CCN(C(=O)c3cccs3)CC2)cc1
 : 4	0
(24) COC1OC2COC(c3ccccc3)OC2C(O)C1NC(=O)c1ccccc1 (stereo not drawn)
 : -2	3
(25) CNS(=O)(=O)c1ccc(NS(=O)(=O)c2ccccc2F)cc1
 : -5	10
(26) COc1ccc(C(=O)N(C)Cc2nc3ccccc3c(=O)[nH]2)cc1S(=O)(=O)N1CCCC1
 : -9	13
(27) NC[C@H](O)c1ccc(O)c(O)c1
 : -8	-1
(28) COCCn1c(SCC(=O)N(C)c2c(N)n(Cc3ccccc3)c(=O)[nH]c2=O)nnc1-c1cccc(C)c1
 : -2	4
(29) CCC1CCCCN1C(=S)Nc1ccc(OC(F)F)cc1 (stereo not drawn)
 : -9	21
(30) CCN(Cc1ccncc1)Cc1nc(Cc2ccccc2Cl)no1
 : -10	0

Some of these compounds in order of formula weight, rising:
Below each SMILES – TAG inh	TAG inh DAPI viability
(27) NC[C@H](O)c1ccc(O)c(O)c1
 : -8	-1
(21) O=C(NNC(=O)c1ccc[nH]1)c1cccc(C(F)(F)F)c1
 : -3	1
(26) COc1ccc(C(=O)N(C)Cc2nc3ccccc3c(=O)[nH]2)cc1S(=O)(=O)N1CCCC1
 : -9	13
(28) COCCn1c(SCC(=O)N(C)c2c(N)n(Cc3ccccc3)c(=O)[nH]c2=O)nnc1-c1cccc(C)c1
 : -2	4

Further results
Below each SMILES – TAG inh	TAG inh DAPI viability
(31) O=Nc1onc(-c2ccc([N+](=O)[O-])cc2)c1NO
 : 16	-7
(32) CC1(C(=O)NCc2cccc3ccccc23)CCN1Cc1ccc(-c2ccccc2)o1 (stereo not drawn)
 : -4	19
(33) CCCC(=O)Nc1cc(C)c(NC(=O)c2cccs2)cn1
 : -14	-2
(34) CN(C)CCCNC(=O)C[C@H]1C[C@H](C(=O)N2CCOCC2)[C@@]2(CCC3CCCC3)c3[nH]c4cc(-c5ccco5)ccc4c3CCN2C1=O
 : 60*	-8.5*
(35) OCCNc1nc(Nc2ccccc2OC(F)(F)F)nc(N2CCCC2)n1
 : -3	4
(36) O=C(CSc1ccccn1)Nc1cccc([N+](=O)[O-])c1
 : -3	4
(37) COc1cc(NC(N)=S)c(OC)cc1Cl
 : 3	0
(38) O=C(CCNC(=O)c1ccco1)NCc1ccc(C(=O)O)cc1
 : 4	-3
(39) CN(CC1CCCO1)S(=O)(=O)c1ccc(C(=O)Nc2nccs2)cc1 (stereo not drawn)
 : 9	-1
(40) CC(C(=O)Nc1ccc(Cl)cc1Cl)N1C(=O)NC2(CCCCCCC2)C1=O (stereo not drawn)
 : -8	0
(41) O=C(NC(=S)NCc1ccncc1)c1ccccc1
 : -13	5
(42) Nc1cccnc1Sc1ccc([N+](=O)[O-])cn1
 : -10	1
(43) Cc1ccc(NC(=O)CCC(C(=O)O)N2C(=O)c3ccccc3C2=O)cc1 (stereo not drawn)
 : 8	1
(44) CCN(CC)S(=O)(=O)c1ccc(=O)n(CC(=O)N2Cc3ccccc3CC2C(N)=O)c1 (stereo not drawn)
 : -9	2
(45) Cc1ccccc1-n1c(SCc2ccccn2)nc2n[nH]c(C)c2c1=N
 : 2	2
(46) O=C(Nc1ccccc1)OCC1COC(c2ccccc2)(c2ccccc2)O1 (stereo not drawn)
 : -9	-3
(47) O=Cc1cc2ccccc2nc1SCCCF
 : 5	3
(48) Cc1cc2cc(C)c(SCC(=O)NCc3ccco3)nc2cc1C
 : -8	9
(49) CCC1S/C(=N/C(=O)NC2CCCCC2)NC1=O (stereo not drawn)
 : 5	-1
(50) CCCCCC(=O)N1C[C@@H](n2cc(COC(=O)c3ccccc3)nn2)[C@H](O)C[C@@H]1c1ccc(Cl)cc1
 : 4	-5
(51) O=C(O)C1C2CCC(O2)C1C(=O)NCc1ccc(Cl)cc1 (stereo not drawn)
 : -3	3
(52) CCOC(=O)Cn1c(=O)c(-c2ccccc2NC)nc2ccccc21
 : -15	2
(53) Cc1ccc(S(=O)(=O)c2cc3c(=O)n4ccccc4nc3n(CC3CCCO3)c2=N)cc1C (stereo not drawn)
 : 6	77
(54) COc1ccc(CN2CCCC(C(=O)c3cccc(OC(C)C)c3)C2)cc1Cn1cccn1 (stereo not drawn)
 : -19	18
(55) COC(=O)C(C(=O)Nc1cccc(C)n1)C1CCCCCC1 (stereo not drawn)
 : -31	0
(56) CSCC[C@H](NC(=O)c1cccc([N+](=O)[O-])c1C)c1nc2ccccc2[nH]1
 : 5	-5
(57) COc1cc(C(=O)Nc2cccc(-c3cn4cccnc4n3)c2)cc(OC)c1OC
 : 19	40
(58) CCOC(=O)c1cc(C(C)(C)C)n(CCCN2CCOCC2)c1C
 : -4	12
(59) CCNC(=O)C1CCCN(C(=O)Cc2ccc3ccccc3c2)CC1 (stereo not drawn)
 : -5	6
(60) COc1ccccc1CNC(=O)c1cnc2ccccn2c1=O
 : 6	-8
(61) COc1cc(CNCc2cc(OC)c(OC)c(OC)c2)cc(OC)c1
 : -18	10
(62) CCCCN(C(=O)c1ccc([N+](=O)[O-])o1)c1c(N)n(CCCC)c(=O)[nH]c1=O
 : -8	3
(63) O=C1CC(c2cccc(Br)c2)C2=C(COC2=O)N1 (stereo not drawn)
 : -3	7
(64) O=C(Cn1c(CO)nc2ccccc21)Nc1ccccc1Cl
 : 3	-4
(65) COc1cc(C2c3[nH]c4ccccc4c3CCN2Cc2cn(C)nc2C)ccc1F (stereo not drawn)
 : 9	11
(66) O=C(Nc1ccc(N2CCN(C(=O)c3ccco3)CC2)cc1)c1ccccc1Br
 : -7	1
(67) Cc1ccc(C(=O)Nc2ccc(N3CCOCC3)nc2N2CCOCC2)cc1
 : -3	-5
(68) CCOc1c(Cl)cc(CNc2nnnn2C)cc1OC
 : 11	-4
(69) CC1(C)CC(=O)C(C(c2ccccc2F)C2C(=O)CC(C)(C)CC2=O)C(=O)C1
 : -12	8
(70) O=C(CCN1C(=O)c2cccc([N+](=O)[O-])c2C1=O)NC1CCCCCC1
 : -6	8
(71) CCc1cc2c(=O)n(Cc3ccccc3)c(SC3CCOC3=O)nc2s1 (stereo not drawn)
 : -5	2
(72) Cc1ccc(SCC(=O)NCc2ccc(F)cc2)cc1
 : -9	5
(73) CN(C)S(=O)(=O)c1cccc(NC(=O)CSc2nncn2-c2ccccc2)c1
 : -18	4
(74) COC(=O)c1cn(CC(=O)NC2CCCCC2)c2ccccc12
 : 5	7
(75) CCN(CC)S(=O)(=O)c1cccc(NC(=O)COC(=O)/C=C/c2cccs2)c1
 : 0	4
(76) O=[N+]([O-])C(/C=C(\Cl)[N+](=O)[O-])=C(N1CCCCC1)N1CCCCC1
 : -13	-6
(77) O=C(NCCC1CCCCN1S(=O)(=O)c1cccs1)C(=O)Nc1ccc(F)cc1 (stereo not drawn)
 : 9	-2
(78) CCNC(=O)CN(c1ccc(OC)c(OC)c1)S(=O)(=O)c1ccccc1
 : -6	9
(79) COc1ccc(C(=O)C(C)OC(=O)CNC(=O)C2CCCCC2)cc1 (stereo not drawn)
 : 2	1
(80) CON(C)c1nc(Oc2ccc(=O)[nH]n2)nc(N(C)C)n1
 : -6	-2

5 neighbouring records from above, quoted:
Below each SMILES – TAG inh	TAG inh DAPI viability
(41) O=C(NC(=S)NCc1ccncc1)c1ccccc1
 : -13	5
(42) Nc1cccnc1Sc1ccc([N+](=O)[O-])cn1
 : -10	1
(43) Cc1ccc(NC(=O)CCC(C(=O)O)N2C(=O)c3ccccc3C2=O)cc1 (stereo not drawn)
 : 8	1
(44) CCN(CC)S(=O)(=O)c1ccc(=O)n(CC(=O)N2Cc3ccccc3CC2C(N)=O)c1 (stereo not drawn)
 : -9	2
(45) Cc1ccccc1-n1c(SCc2ccccn2)nc2n[nH]c(C)c2c1=N
 : 2	2

Back to the main list; the 2 compounds before the break are reprinted first.
Below each SMILES – TAG inh	TAG inh DAPI viability
(79) COc1ccc(C(=O)C(C)OC(=O)CNC(=O)C2CCCCC2)cc1 (stereo not drawn)
 : 2	1
(80) CON(C)c1nc(Oc2ccc(=O)[nH]n2)nc(N(C)C)n1
 : -6	-2
(81) O=C(Cc1ccccc1)Nc1cc([N+](=O)[O-])ccc1N1CCOCC1
 : -9	7
(82) CN(C)CCCNC(=O)C(=O)NCC1OCCN1S(=O)(=O)c1cc(F)ccc1F (stereo not drawn)
 : 3	3
(83) Cc1ccc2c(c1)C(O)(CC(=O)c1cccnc1)C(=O)N2 (stereo not drawn)
 : -14	1
(84) CN(C(=O)c1ccc(NC(=O)C2CC=CCC2C(=O)O)cc1)c1ccccc1 (stereo not drawn)
 : -16	5
(85) CCOc1ccc(NC(=O)c2c(NC(=O)CN3CCCC3)sc3c2CCC3)cc1
 : 24	19
(86) COc1cccc(C2=NN(C(=O)c3ccc(C)o3)C(O)(C(F)(F)F)C2)c1 (stereo not drawn)
 : -11	0
(87) CCOC(=O)c1nnc(-c2ccc(C)cc2)nc1N1CCSCC1
 : 2	1
(88) CC(C)(C)S(=O)(=O)c1cnc(N2CCCC2)nc1N
 : 2	3
(89) O=C(c1cc(Cl)ccc1O)N1CCN(S(=O)(=O)c2cccs2)CC1
 : -4	-5
(90) CC1CCN(C(=O)c2ccc(N3CCOCC3)c([N+](=O)[O-])c2)CC1
 : 11	5
(91) COc1ccccc1N1CCN(S(=O)(=O)CCNC(=O)C(C)Oc2ccccc2)CC1 (stereo not drawn)
 : -4	4
(92) Cc1ccccc1-n1nnnc1Sc1nnnn1-c1ccccc1
 : 44	-23
(93) CCN1CCCC1CNC(=O)c1ccc2c(c1)NC(=O)/C(=C\c1ccccc1Cl)S2 (stereo not drawn)
 : 29	14
(94) O=C(CN1C(=O)CSC1=O)c1ccccc1
 : -7	-3
(95) Cc1noc(C)c1C(=O)OC(C)C(=O)Nc1ccc(C(N)=O)cc1 (stereo not drawn)
 : -8	-8
(96) CCn1cc(S(=O)(=O)Nc2cccnc2)cn1
 : 11	-2
(97) COc1ccc(/C=C/C(=O)O)cc1S(=O)(=O)N1CCc2ccccc2C1
 : 6	3
(98) CSc1cccc(NC(=S)Nc2cc(C)ccc2C)c1
 : -6	4
(99) O=C(CSc1nccn1-c1ccc(F)cc1)NCc1ccc(F)cc1
 : -6	4
(100) CCCCn1c(C(C)NC(=O)CCC)nc2ccccc21 (stereo not drawn)
 : -9	-6
(101) CCOC(=O)NN1C(=O)c2ccccc2NC1c1cccnc1 (stereo not drawn)
 : 11	-3
(102) O=C(NCCN1CCOCC1)c1ccc(Cl)c(S(=O)(=O)NCc2ccccc2)c1
 : 1	-20
(103) Cc1c(Br)cc(C(=O)NCCCN2CCOCC2)c(C)c1C
 : 0	0
(104) Cc1cc(C)c2sc(NC(=O)C3CC3)nc2c1
 : 9	5
(105) COc1cc2ccccc2cc1C(=O)N1CC(C)OC(C)C1 (stereo not drawn)
 : 14	-9
(106) Cc1cccc(NC(=O)CCNS(=O)(=O)c2cccc3nonc23)c1C
 : -6	2
(107) O=C(CCC(=O)NCc1ccccc1)NCc1ccccc1
 : 5	-4
(108) CN(C)S(=O)(=O)c1ccc(NS(=O)(=O)/C=C/c2ccccc2)cc1
 : -19	7
(109) CC(=O)c1sc(NC(=O)COc2ccc(Cl)cc2Cl)nc1C
 : -4	8
(110) CCOC(=O)c1sc(NC(=O)CN2C(=O)C3CC=CCC3C2=O)nc1C (stereo not drawn)
 : 14	-3
(111) OC(CN1CCCCC1)CN(c1ccccc1)c1ccccc1 (stereo not drawn)
 : 3	-1
(112) O=C(COC(=O)CCNS(=O)(=O)c1ccccc1)NC(=O)Cc1ccccc1
 : -10	-8
(113) O=C(CSc1nc2[nH]ncc2c(=O)[nH]1)Nc1ccccc1
 : 3	0
(114) COC(=O)[C@H]1C[C@@]2(O)CN(S(=O)(=O)c3ccc(C)cc3)C[C@@]2(OC(=O)Nc2cccs2)C[C@H]1C(=O)OC
 : 6	2
(115) CCCC(=O)n1nc(NCc2ccc(OC)cc2)nc1NCc1ccc(OC)cc1
 : -3	2

Assay outcomes (PubChem BioAssay)

Some of the compounds tested; rates above refer to the full screens.
